Screens deposited in PubChem by several laboratories.
HIF activator – HIF pathway transcriptional activation. U2OS HRE-luciferase reporter, luminescence; normalized: DMSO 0%, desferrioxamine 100%. activation, % at 7.5 µM (by protocol). actives 0.32% (n = 300,000). AID 1910;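 active = mean activation of at least 10% of the iron chelator positive control signal, with at least half of replicates also reaching 10%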
AI-2 QS mod – modulators of Vibrio harveyi AI-2 quorum sensing system; actives 0.4% (n = 300,000); Vibrio harveyi JMH597 AI-2 luminescence/OD600 ratio, 9 h; active compounds read low; strain lacks LuxN and CqsS sensors; 0 = neutral-control median; activity change, % at 7.5 µM; in the data active = activity change below about -75%, passing the limit was not always enough;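 also: luminescence divided by OD600 gain over 9 h not by final OD600 alone; inactives centre near 13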
TRPC6 inh – blocks the mouse TRPC6 cation channel. actives 1.1% (n = 310,000). Q61143. B-score at 10 µM. HEK293-TRPC6, membrane potential dye, ACh-evoked depolarization; active compounds read low;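 active = B-score under library mean minus 3 SD, initial fluorescence not abnormally high, positive integrated signal ratio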;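 also: B-score derived from integrated fluorescence ratio over the kinetic read; more negative B-score means stronger inhibition of depolarization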
MrgX1 antag – human MrgX1 receptor antagonism, primary screen; Q96LB2; MRGX1-HEK293 calcium flux, Fluo-4, BAM8-22 antagonism; active compounds read low; B-score at 10 µM; actives 1.3% (n = 310,000); AID 588676;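 active = calcium-response B-score plate-corrected more than 3 library SD below zero, starting fluorescence within 5 deviations, no agonist response on first addition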;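 also: peak minus trough fluorescence over baseline after final BAM8-22 challenge near maximal dose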
Target sequence (Q96LB2 whole entry, looked up): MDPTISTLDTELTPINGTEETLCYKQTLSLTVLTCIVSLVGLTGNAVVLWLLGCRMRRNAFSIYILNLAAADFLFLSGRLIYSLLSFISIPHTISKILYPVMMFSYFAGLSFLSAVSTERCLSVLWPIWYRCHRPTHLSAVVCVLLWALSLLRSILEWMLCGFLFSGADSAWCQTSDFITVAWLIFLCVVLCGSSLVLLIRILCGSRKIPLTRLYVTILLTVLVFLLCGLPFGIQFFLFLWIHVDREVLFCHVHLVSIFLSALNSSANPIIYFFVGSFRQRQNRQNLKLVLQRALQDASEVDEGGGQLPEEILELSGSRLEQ
TRPC4 inh – inhibitors of mouse TRPC4 channel; Q9QUQ5; B-score at 10 µM; actives 0.39% (n = 300,000); AID 2247; HEK293 TRPC4beta/mu-opioid, DAMGO-evoked Fluo4 calcium flux; active compounds read low;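 active = B-score over 3 SD under the library average, no early fluorescence shift, positive overall ratio signal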
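test system = HEK293 cells with stable TRPC4beta plus mu-opioid receptor expression | detection = Fluo4 Ca2+ flux fluorescence | read-out = integrated fluorescence ratio relative to baseline, converted to per-well B score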
TRPC6 act – activates the mouse TRPC6 cation channel | HEK293-TRPC6 membrane potential dye fluorescence; active compounds read high | actives 0.13% (n = 310,000) | B-score at 10 µM | AID 2550;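 active = B-score of the integrated fluorescence ratio above library mean plus 3 SD, and starting fluorescence ratio within library mean plus 5 SD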;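 also: higher score means more depolarization so channel activation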
MrgX1 allo act – allosterically activates human MrgX1 receptor signaling; B-score at 10 µM; MrgX1-HEK293, Fluo-4 calcium flux, FDSS; active compounds read high; actives 0.63% (n = 310,000); Q96LB2;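 active = plate-corrected calcium response at least 3 library SD above typical, normal starting fluorescence, not activating the receptor alone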;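 also: compound read alongside a low EC10 to EC30 dose of BAM8-22 agonist; peak minus trough fluorescence over baseline measured at the second addition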
TRPC4 potent – TRPC4 (mouse) allosteric potentiation; actives 0.42% (n = 310,000); Q9QUQ5; AID 2227; HEK293 TRPC4beta/mu-opioid, DAMGO EC20, Fluo-4 Ca2+ flux; active compounds read high; B-score at 10 µM;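 active = B-score of calcium response area above 5 SD of library B-scores, with initial fluorescence ratio within 5 SD of library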;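 also: B-score of integrated fluorescence ratio over time as area under calcium response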
PolyA inhibitor – inhibitors of polyadenylation in S. cerevisiae; calls only at 12 µM; S. cerevisiae SKY197-pL101 polyadenylation reporter, beta-gal luminescence; efflux-impaired pdr1/pdr3 knockout yeast; score 100 = 6 SD above DMSO; actives 0.02% (n = 300,000); AID 1875;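 active = lowest replicate activity score at least 50, where 100 means six control SD above control mean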;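 also: yeast exposed to compound for 9 h at 30 °C; higher score means more reporter readthrough which indicates perturbed polyadenylation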
TRPC4 act – activators of mouse TRPC4 channel. actives 0.49% (n = 310,000). B-score at 10 µM. Q9QUQ5. AID 2237. HEK293 TRPC4beta/mu-opioid, Fluo4 calcium fluorescence; active compounds read high;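 active = B-score above 5 SD of library B-scores, and initial fluorescence ratio not above library mean plus 5 SD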;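 also: positive B-score marks a calcium rise read as TRPC4 activation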
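System: HEK293 cells stably co-expressing mouse TRPC4beta and mu-opioid receptor; Schedule: Fluo4 dye loading 45 min at room temperature, 110 s recording; Detection: Fluo4 fluorescence, kinetic; Evaluation: B-scored integrated calcium fluorescence ratio; Controls: buffer (low) and maximal DAMGO (high).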
MrgX1 ag – activates human MrgX1 receptor signaling. MrgX1-HEK293 cells, Fluo-4 calcium fluorescence, agonist mode; active compounds read high. B-score at 10 µM. AID 588627. actives 0.44% (n = 310,000);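 active = calcium response B-score plate-corrected fluorescence ratio at least 3 library SD, with starting fluorescence B-score inside 5 SD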
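Material: MrgX1-expressing HEK293 cells; input: 15,000 cells per well; doses: test compound given as first of three sequential additions; schedule: overnight plating before 1 h dye loading; technique: Fluo-4 NW calcium-flux fluorescence, kinetic read; evaluation: baseline-normalised fluorescence change ratio, B-scored; control set: plate-wise positive and negative controls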
Starred values were filed as active, the others as inactive; i = inactive; · = no result given. An excerpt (hit frequency here may not be typical).

SMILES	HIF activator	AI-2 QS mod	TRPC6 inh	MrgX1 antag	TRPC4 inh	TRPC6 act	MrgX1 allo act	TRPC4 potent	PolyA inhibitor	TRPC4 act	MrgX1 ag
O=S(=O)(Nc1nc2ccccc2nc1Cl)c1ccc2c(c1)OCCO2	0.0	21	i	i	i	i	i	i	i	i	i
O=C(NCc1cccs1)C1CCC(=O)N1C1CCCCC1 (stereo not given)	-0.1	21	i	i	i	i	i	i	i	i	i
Cc1onc(-c2c(F)cccc2Cl)c1C(=O)NC(=S)Nc1c(C)n(C)n(-c2ccccc2)c1=O	-0.3	19	-9.2*	i	i	i	i	i	i	i	i
COc1ccc(OC)c(S(=O)(=O)N(C)CC(=O)O)c1	-0.4	27	·	i	·	·	i	·	i	·	i
CCOC(=O)c1c(S(=O)(=O)NCC(=O)Nc2ccc(F)cc2)c(C)n(C)c1C	-0.7	21	i	i	i	i	i	i	i	i	i
O=C(COC(=O)C1(c2ccccc2F)CCCC1)NCc1cccs1	0.3	-1	i	i	i	i	i	i	i	i	i
CC1(C)CC(=O)C(C=NCCN2CCN(C(=S)Nc3cccc(Cl)c3)CC2)=C(O)C1	233*	16	i	i	i	i	i	i	i	i	i
CCOC(=O)c1ccc(-c2cc(C)no2)[nH]1	0.4	26	i	i	i	i	i	i	i	i	i
CC(C)(C)CN1CCNC[C@H]1Cc1cccc2ccccc12	1.0	26	i	i	i	i	i	i	i	i	i
C=CCc1cccc2cc(C(=O)NNC(=O)c3ccncc3)c(=O)oc12	0.0	31	i	i	i	i	i	i	i	i	i
COC(=O)c1cc(-c2ccc(OC)c(OC)c2)c2c(=O)[nH]c(=O)n(C)c2n1	-1.6	2	i	i	i	i	i	i	i	i	i
Cc1cc(=O)oc2cc(OCC(=O)NC3CCN(Cc4ccccc4)CC3)c(Cl)cc12	0.0	30	i	i	i	i	i	i	i	i	i
Cc1csc2c(N3CCCCC3)ncnc12	1.7	9	i	i	i	i	i	i	i	i	i
CC1(C)CC(=O)C(C=NCCCO)=C(O)C1	-0.3	3	i	i	i	i	i	i	i	i	i
O=C(Nc1nc(-c2ccccc2)cs1)c1cccnc1	-0.2	3	i	i	i	i	i	i	i	i	i
CC1=[N+](C)N(c2ccccc2)C(=O)C1N=Cc1ccc(Cl)cc1 (stereo not given)	0.6	20	i	i	i	i	i	i	i	i	i
Cc1cc2[nH]c(=O)c(=O)[nH]c2cc1S(=O)(=O)N1CCN(c2cccc(C)c2C)CC1	-0.1	17	i	i	i	i	i	i	i	i	i
CS/C(N)=N/N=C/c1c(O)ccc2ccccc12	0.6	7	i	i	i	i	i	i	i	i	i
CNC(=O)c1ccc(NC(=O)/C=C/c2cccc(F)c2)cc1	1.1	19	i	i	i	i	i	i	i	i	i
Cc1ccc(C(=O)NC(=S)NCCN2CCOCC2)cc1	0.4	19	i	i	i	i	i	i	i	i	i
Fc1ccc(CNc2ccc(N3CCN(Cc4ccccc4)CC3)cc2)cc1	-3.0	-21	i	i	i	i	i	i	i	i	i
Cc1ccc(C(=O)OCC(=O)NCCN2C(=O)CSC2=O)cc1	-0.3	16	i	i	i	i	i	i	i	i	i
CC/C(=N/Nc1ccccc1C)c1cnnc(SC)n1	-0.5	16	i	i	i	i	i	i	i	i	i
O=C1NC2(CCCCCC2)Cc2ccccc21	0.0	15	i	i	i	i	i	i	i	i	i
O=C(/C=C/c1c(Cl)cccc1Cl)N1CCN(c2ncccn2)CC1	-0.4	19	i	i	i	i	i	i	i	i	i
COc1cccc(OCCCN2CCCCCC2)c1	0.1	9	i	i	i	i	i	i	i	i	i
O=C(CSCc1ccccc1)N/N=C/c1cc2c(cc1Br)OCO2	0.6	24	i	i	i	i	i	i	i	i	i
S=C(Nc1cccc(Cl)c1)N1CCN(Cc2ccccc2)CC1	2.6	-4	i	i	i	i	i	i	i	i	i
CCN1C(=O)[C@@H]2[C@H](C1=O)[C@@H]1C(=O)Nc3ccccc3C(=O)N1[C@@H]2c1cccc(Cl)c1	-1.6	4	i	i	i	i	i	i	i	i	i
O=C(Nc1ccccc1)Nc1ccc2snnc2c1	3.0	-44	i	i	i	i	i	i	i	i	i
Cc1[nH]n(-c2ccc(Br)cc2)c(=O)c1C=Nc1ccc(S(=O)(=O)Nc2nccs2)cc1	2.4	14	-5.8*	i	i	i	i	i	i	i	i
COc1ccc(/C(O)=C/C(=O)C(=O)NNC(=O)C(O)(c2ccccc2)c2ccccc2)cc1	-0.1	8	i	-4.8*	i	i	i	i	i	i	i
Cc1cc(Br)ccc1NC(=O)CNC(=O)CSc1n[nH]c(N)n1	0.0	5	i	i	i	i	i	i	i	i	i
CCOC(=O)/C(C#N)=C(\N)C(C)C(=O)Nc1ccccn1 (stereo not given)	1.3	37	i	i	i	i	i	i	i	i	i
O=c1[nH]c(-[n+]2ccccc2)c(/C=N/NC([S-])=Nc2ccccc2)s1	0.1	11	i	i	i	i	i	i	i	i	i
CN(c1ccc(C(=O)NCCSCc2ccccc2)cc1)S(=O)(=O)c1ccccc1	-0.1	19	i	i	i	i	i	i	i	i	i
S=c1[nH]nc(-c2cc(-c3ccccc3)n[nH]2)n1/N=C/c1ccc(Cl)c(Cl)c1	-0.2	23	i	i	i	i	i	i	i	i	i
Cc1ccc(N=C2C(=O)Nc3ccccc32)c(C)c1	-3.3	29	i	i	i	i	i	i	i	i	i
Cc1ccc(S(=O)(=O)N2CCCCC2)cc1NC(=O)Cn1ccsc1=N	0.0	-24	i	i	i	i	i	i	i	i	i
Cc1ccc(CN(CC(=O)NC2CCCC2)C(=O)CSc2nnc(COc3ccccc3)o2)cc1	0.0	1	i	i	i	i	i	i	i	i	i
Cc1ccc(-c2cc(C(=O)O)n(-c3ccc(S(N)(=O)=O)cc3)n2)cc1	-0.2	26	i	i	i	i	i	i	i	i	i
COCCOC(=O)c1[nH]c2c(c1C)C(=O)CC(c1ccc(OC)cc1)C2 (stereo not given)	1.0	22	i	i	i	i	i	i	i	i	i
CC(=O)c1ccc(NC(=O)CCn2c(=S)oc3ccccc32)cc1	1.0	1	i	i	i	i	i	i	i	i	i
O=C(C1CC1)N1CCN(c2ccc([N+](=O)[O-])cc2)CC1	0.4	21	i	i	i	i	i	i	i	i	i
CCOC(=O)C(C(=O)N(C)C)c1ncc(C(F)(F)F)cc1Cl (stereo not given)	0.0	6	i	i	i	i	i	i	i	i	i
CCn1c2ccccc2c2nnc(SCCN3CCCCC3)nc21	-0.1	22	i	i	i	i	i	i	i	i	i
Cc1ccc2c(c1)N=C(c1ccccc1)CC(C(Cl)Cl)=N2	0.1	8	i	i	i	i	i	i	i	i	i
CC1(C)Cc2ccccc2C(=C(C#N)C#N)N1	-0.3	19	i	i	i	i	i	i	i	i	i

One compound at a time (already shown). Values in the order: HIF activator, AI-2 QS mod, TRPC6 inh, MrgX1 antag, TRPC4 inh, TRPC6 act, MrgX1 allo act, TRPC4 potent, PolyA inhibitor, TRPC4 act, MrgX1 ag
S=c1[nH]nc(-c2cc(-c3ccccc3)n[nH]2)n1/N=C/c1ccc(Cl)c(Cl)c1 is listed with -0.2, 23, i, i, i, i, i, i, i, i, i
Cc1ccc(N=C2C(=O)Nc3ccccc32)c(C)c1 is listed with -3.3, 29, i, i, i, i, i, i, i, i, i
CC(=O)c1ccc(NC(=O)CCn2c(=S)oc3ccccc32)cc1 is listed with 1.0, 1, i, i, i, i, i, i, i, i, i
O=C(C1CC1)N1CCN(c2ccc([N+](=O)[O-])cc2)CC1 is listed with 0.4, 21, i, i, i, i, i, i, i, i, i

Next section:
SMILES	HIF activator	AI-2 QS mod	TRPC6 inh	MrgX1 antag	TRPC4 inh	TRPC6 act	MrgX1 allo act	TRPC4 potent	PolyA inhibitor	TRPC4 act	MrgX1 ag
CCOc1ccc2[nH]c(=O)c(CN(CCN3CCOCC3)Cc3nnnn3C(C)(C)CC)cc2c1	-0.3	12	i	i	i	i	i	i	i	i	i
CC(=O)Nc1ccc(NC(=O)C2CCN(C(=O)c3ccc([N+](=O)[O-])cc3)CC2)cc1	0.3	7	i	i	i	i	i	i	i	i	i
CC(C)(C)c1ccc(C(=O)N2CCN(CCNC(=O)C(=O)NCc3ccc(Cl)cc3)CC2)cc1	0.5	12	i	i	i	i	i	i	i	i	i
CC(C)Cc1nnc(NC(=O)CSc2ncn[nH]2)s1	0.0	6	i	i	i	i	i	i	i	i	i
COC(=O)[C@H]1[C@@H](C)N(CCc2cc(OC)c(OC)c(OC)c2)C(=O)N[C@H]1c1ccccc1	-2.3	5	i	i	i	i	i	i	i	i	i
CCC(CC)NC(=O)Nc1ccccc1C	-0.4	4	i	i	i	i	i	i	i	i	i
O=C(NCc1ccco1)c1csc(Nc2ccccc2Cl)n1	0.3	12	i	i	i	i	i	i	i	i	i
CCCCOc1ccc(C(CC(=O)NC)C(=O)O)cc1 (stereo not given)	-0.1	57	i	i	i	i	i	i	i	i	i
Cn1ncc2c(NNC(=O)c3ccc(Cl)c(Cl)c3)ncnc21	0.4	-4	i	i	i	i	i	i	i	i	i
COc1cccc(-n2c(N)c(C#N)c3ccc([N+](=O)[O-])cc3c2=O)c1	-0.6	11	i	i	i	i	i	i	i	i	i
O=C(/C=C/c1ccccc1)N1CCN(c2ccccn2)CC1	0.1	-8	i	i	i	i	i	i	i	i	i
CCc1ccc2[nH]cc(C(=O)N3CCCCCC3)c(=O)c2c1	0.1	24	i	i	i	i	i	i	i	i	i
N/C(COc1ccccc1)=N\NC(=O)c1cccnc1Oc1ccccc1	-1.4	12	i	i	i	i	i	i	i	i	i
CCCCOC(=O)CCc1nc2ccccc2[nH]1	·	27	i	i	i	i	i	i	i	i	i
CCOc1ccc(CC(=O)C2C(=O)CC(C)(C)CC2=O)cc1OCC	-0.1	17	i	i	i	i	i	i	i	i	i
Cc1cc(C)n(CC(O)Cn2c3ccccc3c3ccccc32)n1 (stereo not given)	-0.3	18	i	i	i	i	i	i	i	i	i
CCOc1ccc(Nc2ccc(N3C(=O)CCC3=O)cc2[N+](=O)[O-])cc1	-0.6	11	i	i	i	i	i	i	i	i	i
CC(C)N1CCC(N2CCN(Cc3ccc(-c4ccccc4Cl)o3)CC2CCO)CC1 (stereo not given)	-0.7	1	i	i	i	i	i	i	i	i	i
